Assay outcomes as filed in PubChem BioAssay.
core106 dimerization = blockers of core106 self-association – biochemical, TR-FRET, triplicate, confirmation (AID 2152); TR-FRET GST-/Flag-core106 dimerization, HTRF; active compounds read high; inhibition, % at 5 µM; 1% of 2,300 active;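 active means mean inhibition over three replicate wells above the hit threshold derived in the earlier primary screen, cut at about 45% in these data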;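 further: 0% = DMSO wells and 100% = unlabelled core106 competitor control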
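Test system – GST- and Flag-tagged HCV core106 peptides, dimerization via antibody TR-FRET · Amount – 17 nM Flag- plus 13.5 nM GST-core106 · Schedule – 4 h incubation, 22.5 °C · Compound dosing – one 5 µM dose, 0.5% DMSO · Detection – TR-FRET, 340 nm excitation, 671/617 nm emission · Reagent – Eu(K)-anti-GST plus XL665-anti-FLAG antibodies · Read-out basis – percent inhibition from emission ratio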
* = called active by the depositor. These rows are one share of the data (hit frequency here may not be typical).

SMILES	core106 dimerization
CC(=O)c1ccc2c(c1)C1C(Cl)C(Sc3ccccc3[N+](=O)[O-])CC1C(c1ccccc1)N2 (configuration not stated)	10.6
